Screening results (PubChem)
LDHA inh: LDHA (human) enzyme inhibition; P00338; purified LDHA, NADH/diaphorase-resazurin fluorescence; hits give low values; activity change, % (values are at about 110 or 230 µM); 0.15% of 480,000 active; in the data active = activity change below about -30%; inconclusive = mostly about -25% to -30%;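 also: plate controls were DMSO wells for no effect and wells without enzyme for full effect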
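Resorufin fluorescence (ex540/em590), read at 0 and 20 min after diaphorase/resazurin addition, reports the NADH left after a 5 min room-temperature reaction of 2 nM human LDH5 with 0.06 mM NADH and 0.2 mM pyruvate.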
rTrxR1 inhibitor: rat TrxR1 inhibition. recombinant rTrxR1, NADPH fluorescence consumption, selenite substrate. O89049. AID 588453. Potency, µM (doses to about 114 µM), without a hit: at the highest dose activity change, negative = inhibition, usual class: inhibitors. 1% of 390,000 active; also: potency is read from the fitted curve at half-maximal effect; % is scaled to controls: 0 for no effect and ±100 for the full control effect; nearly all actives have a fitted effect of over 65% in size
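Rat TrxR1 (90 nM in the dispensed reagent) was pre-reduced with 400 uM NADPH for 5 min at room temperature, then incubated with compound for 15 min. After 400 uM selenite was added, NADPH fluorescence (Ex 340/Em 450 nm) was followed for 8 min.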
USP1-UAF1 inh: USP1/UAF1 (human) deubiquitinase inhibition. Potency, µM (top dose mostly 57.1 µM), for the others: at the top dose activity change, negative = inhibition, most hits filed as inhibitors. 0.23% of 390,000 active. O94782. recombinant USP1/UAF1, Ub-Rhodamine cleavage fluorescence. AID 743255; also: potency is read from the fitted curve at half-maximal effect; % is scaled to controls: 0 for no effect and ±100 for the full control effect; nearly all actives have a fitted effect of over 60% in size; inactives centre near -12
Target sequence (O94782 whole entry, looked up): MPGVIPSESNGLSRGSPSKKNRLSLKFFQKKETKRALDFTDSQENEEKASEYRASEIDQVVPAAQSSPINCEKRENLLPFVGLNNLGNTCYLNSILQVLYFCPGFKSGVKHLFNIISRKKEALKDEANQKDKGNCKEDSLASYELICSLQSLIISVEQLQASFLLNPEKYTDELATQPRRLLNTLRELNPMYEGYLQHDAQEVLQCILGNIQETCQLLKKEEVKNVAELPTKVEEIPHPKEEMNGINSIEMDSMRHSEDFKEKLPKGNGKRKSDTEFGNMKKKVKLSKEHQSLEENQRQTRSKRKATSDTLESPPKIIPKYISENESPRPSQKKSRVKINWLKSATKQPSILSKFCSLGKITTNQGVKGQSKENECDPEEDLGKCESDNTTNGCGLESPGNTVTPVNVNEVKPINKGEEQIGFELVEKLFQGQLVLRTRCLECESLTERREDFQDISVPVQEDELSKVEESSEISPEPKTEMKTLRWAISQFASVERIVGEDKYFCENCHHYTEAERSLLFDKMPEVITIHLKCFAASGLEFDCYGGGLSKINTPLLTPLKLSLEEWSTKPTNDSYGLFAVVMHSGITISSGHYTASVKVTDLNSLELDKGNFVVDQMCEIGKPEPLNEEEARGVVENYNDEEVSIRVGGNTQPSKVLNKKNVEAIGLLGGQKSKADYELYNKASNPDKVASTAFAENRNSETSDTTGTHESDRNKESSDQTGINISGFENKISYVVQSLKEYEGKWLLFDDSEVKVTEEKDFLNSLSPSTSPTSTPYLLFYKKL
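In this screen, compounds sit with the deubiquitinase complex (1nM) for 15 min at room temperature before Ub-Rho is added at 150nM final. Fluorescence rise is then followed for 6 reads every 60 seconds.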
Vif-APOBEC3F blk: blocks the Vif interaction with APOBEC3F; HeLa A3F-eYFP + Vif (tagged APOBEC3F with the HIV-1 protein that degrades it), YFP fluorescence increase; 0.2% of 390,000 active; Potency, µM (top dose mostly 46.1 µM), for the others: at the top dose activity, negative = active; also: potency is read from the fitted curve at half-maximal effect; % of control where 0% means no effect; nearly all actives have a fitted effect of over 65% in size
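Fluorescence increase (Ex 488/Em 500-530) after overnight compound treatment at 37 deg C flags inhibition of Vif-driven A3F-eYFP loss in stable HeLa A3F-eYFP/Vif cells seeded overnight beforehand.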
Vif-APOBEC3G blk: Vif-A3G binding inhibition. Q9HC16. HeLa A3G-eYFP + Vif (tagged APOBEC3G with the HIV-1 protein that degrades it), YFP fluorescence, overnight. Potency, µM (top dose mostly 46.1 µM), inactives show top-dose activity, negative = active, hits mostly inhibitors. 0.076% of 410,000 active;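 also: potency is read from the fitted curve at half-maximal effect; % is scaled to controls: 0 for no effect and ±100 for the full control effect; nearly all actives have a fitted effect of over 60% in size; hits raise eYFP signal because A3G escapes Vif-driven loss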
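HeLa cells stably expressing Vif and C-terminally eYFP-tagged A3G, seeded overnight at 37 deg C, then exposed to compound by pintool overnight at 37 deg C. Rise in yellow fluorescence (Ex 488/Em 500-530, Acumen) marks blocked Vif-driven A3G degradation.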
GRP78 ERSR act: ER stress response induction in glioma; U87-MG GRP78 promoter luciferase reporter, 16 h; Potency, µM, without a hit: at the highest dose activation, usual class: activators; 0.02% of 420,000 active; also: potency is read from the fitted curve at half-maximal effect; series mostly up to about 76 µM; % of control where 0% means no effect; nearly all actives have a fitted effect of over 35% in size
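Stably transfected U87-MG glioma cells carrying a GRP78-based luciferase sensor; 16 h compound incubation. Luminescence end-point read 10 min after Bright-Glo addition at room temperature.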
TrxR1 substrate: substrates of rat thioredoxin reductase 1; O89049; purified TrxR1 substrate turnover, NADPH consumption readout; 0.01% of 390,000 active; Potency, µM (titrated, usually from 114 µM), without a hit: at the top dose activity change, negative = substrate turnover; AID 588456; also: potency is read from the fitted curve at half-maximal effect; % is scaled to controls: 0 for no effect and ±100 for the full control effect; nearly all actives have a fitted effect of over 50% in size
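Rat TrxR1, dispensed at 90 nM, was prereduced with 400 uM NADPH (final) for 5 min at ~22 deg C, then incubated with compound 15 min before 400 uM selenite. A first-read NADPH fluorescence drop versus no-compound background flagged substrates.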
mIDH1 inhibitor: human IDH1 R132H inhibition; Potency, µM (highest dose often 76.6 µM), without a hit: top-dose activity change, negative = inhibition, actives largely listed as inhibitors; O75874; AID 602179; IDH1-R132H enzyme, NADPH consumption, diaphorase/resazurin fluorescence; 0.093% of 390,000 active; also: potency is read from the fitted curve at half-maximal effect; % is scaled to controls: 0 for no effect and ±100 for the full control effect; nearly all actives have a fitted effect of over 65% in size
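IDH1-R132H (0.5 ug/mL) preincubated 30 min with compound, then NADPH (0.016 mM) and alpha-KG (2 mM) added; 80 min at RT, pH 7.5. Remaining NADPH coupled via diaphorase/resazurin to fluorescence (540/590 nm); concentration-response curves normalized to no-enzyme control.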
RGS4 inh: inhibitors of human regulator of G protein signaling 4 | Transcreener GDP fluorescence polarization, RGS4-accelerated GTP hydrolysis | P49798 | AID 504845 | 0.039% of 390,000 active | Potency, µM (top dose mostly 114 µM), for the others: at the highest dose activity change, negative = inhibition, most hits filed as inhibitors; also: potency is read from the fitted curve at half-maximal effect; % is scaled to controls: 0 for no effect and ±100 for the full control effect; nearly all actives have a fitted effect of over 75% in size; some results filed as inactive show a strong effect at the top dose
Target sequence (P49798 whole entry, looked up): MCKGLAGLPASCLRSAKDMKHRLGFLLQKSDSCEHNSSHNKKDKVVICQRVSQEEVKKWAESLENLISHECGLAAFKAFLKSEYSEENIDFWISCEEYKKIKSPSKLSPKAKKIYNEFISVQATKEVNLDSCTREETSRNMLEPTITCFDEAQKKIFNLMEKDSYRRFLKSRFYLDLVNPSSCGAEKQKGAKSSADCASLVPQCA
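MLSMR compounds (23 nl, pin-transferred) preincubated 10 min at room temperature with a 500nM (2x) first reagent, then RGS4 at 900nM (2x) plus Transcreener GDP mix added; fluorescence polarization (620/688 nm) read before and after 90 min at 30 °C.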
An asterisk follows results filed as active; ? = inconclusive; . = no result given; [ ] = another dose, or the depositor's remark. Unless noted, calls follow the shape of the dose curve; as a rule, active = well fitted curve in the direction sought with a large enough effect; inconclusive = small, poorly fitted or top-dose-only effect, or another doubt; inactive = no such curve, though single readings can be large; an effect the other way counts as inactive or inconclusive. Only part of the results is shown. The share of hits here may be higher or lower than overall.

SMILES	LDHA inh	rTrxR1 inhibitor	USP1-UAF1 inh	Vif-APOBEC3F blk	Vif-APOBEC3G blk	GRP78 ERSR act	TrxR1 substrate	mIDH1 inhibitor	RGS4 inh
O=C(NNC(=O)c1csc(N2CCOCC2)n1)c1cccnc1	1	-6%	-15%	-2%	0%	-3%	1%	3%	3%
Cc1cc(=O)[nH]c(-c2ccccc2OC(F)(F)F)n1	-2	13%	-9%	5%	0%	-4%	-6%	15%	14%
O=C(NCC(=O)N(c1cccc(F)c1)C(C(=O)NC1CCCC1)c1cccnc1)c1cccs1 (stereo not given)	-8	5%	-12%	-4%	-3%	-3%	2%	-4%	-2%
O=C(O)c1cc(-c2ccc3c(c2)OCCO3)n[nH]1	-10	26%[57.1 µM]	-20%	-16%	9%	-2%	11%[57.1 µM]	0%	10%
Cc1cs/c(=N\N=C2CCCCC2)n1Cc1ccco1	0	-10%	-15%	4%	8%	0%	-10%	12%	-23%
N/C(=N\OC(=O)c1ccccc1Cl)c1cccc([N+](=O)[O-])c1	-5	?	6%	-4%	0%	1%	-13%	9%	11%
CC(C)CC(C(=O)O)N1C(=O)C2C3CC(C2C1=O)C1C(c2ccccc2)c2sc(=O)[nH]c2SC31 (stereo not given)	1	1%	-16%	6%	-1%	1%	2%	0%	?
Cc1ccc(OCC(=O)Nc2ccc(N(C)C)cc2)cc1	9	-5%	-18%	4%	1%	4%	-1%	0%	-19%
COc1cccc(C(=O)N2CCN(CCCc3ccccc3)CC2)c1OC	-14	-1%	-10%	-1%	0%	-6%	7%	5%	2%
N#Cc1ccc(CSc2nnc(NC(=O)C3CC(=O)N(c4ccc5c(c4)OCCO5)C3)s2)cc1 (stereo not given)	-4	14%[57.1 µM]	-6%	3%	-6%	-1%	-8%[57.1 µM]	6%	-10%
COc1ccc(CCNC(=O)c2ccc(Cl)c(S(=O)(=O)N3CCCC3)c2)cc1	1	20%	-23%	8%	8%	-1%	-2%	0%	-17%
COc1ccc(C2SCC(=O)N2c2nc3ccccc3s2)cc1 (stereo not given)	0	26%	-21%	0%	-2%	2%	7%	-1%	-14%

Single values from above:
Reading of CC(C)CC(C(=O)O)N1C(=O)C2C3CC(C2C1=O)C1C(c2ccccc2)c2sc(=O)[nH]c2SC31 (stereo not given) under TrxR1 substrate: 2%
Reading of Cc1cc(=O)[nH]c(-c2ccccc2OC(F)(F)F)n1 under rTrxR1 inhibitor: 13%

(continued)
SMILES	LDHA inh	rTrxR1 inhibitor	USP1-UAF1 inh	Vif-APOBEC3F blk	Vif-APOBEC3G blk	GRP78 ERSR act	TrxR1 substrate	mIDH1 inhibitor	RGS4 inh
CCCNc1c(F)c(F)c2c(C)c3ccccc3nc2c1F	13	-33%	?	?	?	10%	2%	-1%	-22%
Cc1cc(S(=O)(=O)N2CCN(Cc3noc(CCC(=O)N4CCCCC4)n3)CC2)ccc1F	-1	14%	-12%	-12%	5%	-2%	2%	1%	-4%
CCOC(=O)Cc1csc(NC(=O)c2ccc3ncsc3c2)n1	-14	8%	-4%	1%	0%	-1%	-11%	-10%	17%
CCCCNC(=O)CCCCC(=O)N/N=C/c1cccc(Cl)c1	-5	16%[57.1 µM]	-17%	-20%	-2%	-5%	2%	1%	0%
CCOC(=O)c1c(C)[nH]c(N=Nc2cccc(C)c2)c1C	5	6%	-27%	-2%	2%	8%	-5%	10%	28%
O=S(=O)(Nc1nc(CN2CCOCC2)nc2sc3c(c12)CCCC3)c1cc(F)ccc1F	-1	5%	-17%	-1%	-11%	-4%	7%	-2%	-3%
Cc1ccccc1Nc1nc(N)nc(COC(=O)[C@@H](NC(=O)c2c(F)cccc2F)C(C)C)n1	1	9%	-2%	-4%	1%	-1%	3%	5%	14%
COc1ccc(OC)c(NC(=O)CSc2nnc(CNC(=O)c3cc(OC)c(OC)c(OC)c3)o2)c1	-2	12%	-13%	-9%	-2%	-2%	-2%	-2%	5%
O=[N+]([O-])c1ccccc1N/N=C/c1ccc2c(c1)OCO2	-8	17%[57.1 µM]	-7%	-13%	-1%	6%	7%[57.1 µM]	0%	4%
O=C(NC1CCCC1)C1CCCN1S(=O)(=O)c1cccc2cccnc12 (stereo not given)	-4	-4%	3%	2%	2%	-2%	-5%	1%	4%
Cc1ccc(NC(=S)NC(NC(=O)N(C)C)C(Cl)(Cl)Cl)cc1 (stereo not given)	-6	?	-16%	-2%	0%	1%	-6%	-2%	-22%
O=C(O)/C(=C\c1ccccc1OC(F)F)c1ccc(-c2ccccc2)cc1	-8	-10%[57.1 µM]	-10%	-8%	-6%	-1%	9%[0.0914 µM]	-8%	-10%

The list goes on; it opens with the 4 that closed the last part.
SMILES	LDHA inh	rTrxR1 inhibitor	USP1-UAF1 inh	Vif-APOBEC3F blk	Vif-APOBEC3G blk	GRP78 ERSR act	TrxR1 substrate	mIDH1 inhibitor	RGS4 inh
O=[N+]([O-])c1ccccc1N/N=C/c1ccc2c(c1)OCO2	-8	17%[57.1 µM]	-7%	-13%	-1%	6%	7%[57.1 µM]	0%	4%
O=C(NC1CCCC1)C1CCCN1S(=O)(=O)c1cccc2cccnc12 (stereo not given)	-4	-4%	3%	2%	2%	-2%	-5%	1%	4%
Cc1ccc(NC(=S)NC(NC(=O)N(C)C)C(Cl)(Cl)Cl)cc1 (stereo not given)	-6	?	-16%	-2%	0%	1%	-6%	-2%	-22%
O=C(O)/C(=C\c1ccccc1OC(F)F)c1ccc(-c2ccccc2)cc1	-8	-10%[57.1 µM]	-10%	-8%	-6%	-1%	9%[0.0914 µM]	-8%	-10%
Cc1cc(C)cc(N(C(C)C(=O)N2CCOCC2)S(C)(=O)=O)c1 (stereo not given)	-13	10%[57.1 µM]	-17%	2%	3%	-3%	-5%	4%	-49%
Cc1ncc(CO)c2cc(C(N)=O)c(=Nc3ccccc3)oc12	-2	-1%	7%	-1%	-5%	-9%	-1%	-5%	8%
N#Cc1nccnc1N1CCN(C(=O)Nc2ccccc2)CC1	4	-9%	7%	-3%	-1%	-3%	-18%[57.1 µM]	4%	-18%
Nn1c(SCC(=O)N2CCCC2)nnc1-c1cccs1	-1	.	-13%	-6%	0%	-4%	.	7%	.
CC(=O)Nc1ccc(SCC(=O)OCC(=O)NC(=O)NCCC(C)C)cc1	-6	11%	-2%	-5%	4%	-2%	-2%	8%	12%
C[C@H]1CN([C@@H](C)CO)S(=O)(=O)c2ccc(C#CC3CC3)cc2O[C@@H]1CN(C)S(C)(=O)=O	-9	.	-2%	-10%	1%	-6%	.	-6%	.
O=C(Nc1ccc(-c2nc3cccnc3s2)cc1)c1cccnc1Cl	-12	-19%	-17%	-16%	-1%	-6%	8%	4%	-16%
C=CCn1c(SCC(=O)Nc2cc(NC(C)=O)ccc2OC)nnc1-c1cccnc1	-5	14%	-4%	-14%	0%	-3%	1%	9%	1%
Cc1cccc(N2CCN(C(=O)CCNS(=O)(=O)c3ccc4c(c3)oc(=O)n4C)CC2)c1C	-6	22%	-7%	14%	7%	-1%	-2%	-10%	5%
Cc1c(NS(C)(=O)=O)c(=O)n(-c2ccccc2)n1C	-2	17%[57.1 µM]	-5%	3%	1%	-2%	-2%	2%	31%
O=C(Nc1ccccc1)C1CCCN(C(=O)c2ccc(Cl)cc2)C1 (stereo not given)	-11	-1%[57.1 µM]	-9%	5%	0%	-2%	0%[57.1 µM]	-6%	23%
CCOc1cc(CNCCN(C)C)c(Cl)cc1OCC(=O)NCCc1ccccc1	-2	12%[57.1 µM]	-24%	0%	1%	3%	-5%[57.1 µM]	-1%	-7%
COc1ccc(C)cc1NC(=O)CSc1nc(=O)n(Cc2ccccn2)c2c1CCC2	-4	7%[57.1 µM]	-17%	0%	2%	-1%	-2%[57.1 µM]	11%	20%
CCS(=O)(=O)N1CCC(C(=O)NCCc2ccc(C)cc2)CC1	-3	17%	-17%	-5%	2%	-4%	4%	-3%	7%
CC(C)COC(=O)n1c(=O)oc2ccc(S(=O)(=O)N3CCCCC3)cc21	-9	-5%	-12%	-29%	-6%	-3%	-6%	-2%	28%
COc1ccc(OCC(O)CN2CCN(CC(O)COc3ccc(OC)cc3)CC2)cc1 (stereo not given)	-2	12%	-17%	2%	2%	-1%	4%	-3%	5%
CC(=O)Oc1ccc(/C=N/NC(=S)Nc2ccccc2)cc1	-7	-17%	-20%	?	2%	-2%	-11%	2%	-19%
